AMA1 RON2 block = disrupts binding of P. falciparum AMA1 to RON2. AlphaScreen AMA1-biotinylated RON2 peptide binding. Potency, µM (titrated, usually from 58.2 µM), without a hit: top-dose activity change, negative = inhibition, actives largely listed as inhibitors. 0.2% of 360,000 active;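 further: potency means the concentration at half of the fitted maximal effect; 0% = vehicle wells and -100% = peptide control; nearly all actives have a fitted effect of over 45% in size; some results filed as inactive show a strong effect at the top dose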
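AMA1 (3D7) with his tag at 25 nM final met compounds first, then biotinylated RON2 peptide at 25 nM; detection used donor plus acceptor beads, 10 µg/mL apiece, read by AlphaScreen after 30 min at room temperature.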
Pf growth 96h = inhibits malaria parasite growth, 96 h. Potency, µM (top dose mostly 28.7 µM), for inactives: at the top dose activity change, negative = inhibition, most hits filed as inhibitors. AID 504834. P. falciparum luciferase reporter growth, 96 h. 6.9% of 320,000 active; further: potency means the concentration at half of the fitted maximal effect; on the % scale 0 is the no-effect control and ±100 the full control effect
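Plates of compound plus infected erythrocytes (2% hematocrit, 0.05% parasitemia final) incubate 96 hours, 37 C, 5% CO2. Detection reagent added; reduced luminescence from the parasites' luciferase reporter flags inhibition.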
TbPYK inhibitor = T. brucei pyruvate kinase inhibition; Potency, µM (titrated, usually from 76.8 µM), without a hit: top-dose activity, negative = inhibition, most hits filed as inhibitors; Q57TT1; 0.12% of 410,000 active; TbPYK enzyme, Kinase-Glo Plus ATP luminescence, 45 min; further: potency means the concentration at half of the fitted maximal effect; on the % scale 0 is the no-effect control and ±100 the full control effect; nearly all actives have a fitted effect of over 50% in size
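ADP (130 uM final) triggers the TbPYK reaction after compound addition; incubation is 45 min at room temperature. Kinase-Glo Plus is then added and luminescence imaged. Normalized data are fitted to concentration-effect curves.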
Shiga toxin inh = blocks Shiga toxin action in Vero cells; Vero cells, Shiga toxin protein synthesis inhibition reporter; inhibition, % at 38.7 µM; 9.2% of 290,000 active; AID 2315; in the data active means inhibition mostly above about 28%, no sharp cut-off; inactive means mostly below about 43%; further: 0% is about no effect
Cycloheximide cs = counter-screen hit for Shiga toxin inhibitors, cycloheximide | max response, % | cell reporter, cycloheximide protein synthesis inhibition counterscreen | AID 2314 | 12% of 300,000 active; in the data active means max response mostly above about 13%, no sharp cut-off; inactive means mostly below about 14%; further: read at 38.3 µM for the half of the compounds with a filed dose; 0% is about no effect
LmPK inh = LmPK (Leishmania mexicana) enzyme inhibition; Potency, µM (series often up to 57.5 µM), without a hit: at the top dose activity change, negative = inhibition, hits mostly inhibitors; purified LmPK, Kinase-Glo ATP luminescence, 1 h; Q27686; AID 1721; 0.37% of 290,000 active; further: potency means the concentration at half of the fitted maximal effect; on the % scale 0 is the no-effect control and ±100 the full control effect
Target sequence (Q27686 whole entry, looked up): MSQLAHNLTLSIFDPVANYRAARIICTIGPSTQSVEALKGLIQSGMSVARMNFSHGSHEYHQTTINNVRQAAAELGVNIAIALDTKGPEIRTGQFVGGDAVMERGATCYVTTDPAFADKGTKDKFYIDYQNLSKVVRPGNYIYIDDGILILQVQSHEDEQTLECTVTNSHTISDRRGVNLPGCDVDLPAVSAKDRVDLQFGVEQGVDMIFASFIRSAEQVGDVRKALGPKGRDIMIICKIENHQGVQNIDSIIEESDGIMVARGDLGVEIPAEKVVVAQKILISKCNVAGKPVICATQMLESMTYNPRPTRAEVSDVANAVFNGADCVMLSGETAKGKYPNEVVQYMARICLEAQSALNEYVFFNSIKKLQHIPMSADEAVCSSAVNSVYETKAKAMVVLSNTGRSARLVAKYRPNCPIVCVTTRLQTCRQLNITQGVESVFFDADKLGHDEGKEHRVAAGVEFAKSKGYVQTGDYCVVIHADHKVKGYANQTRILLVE
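Pyruvate kinase activity monitored as ATP production (luciferase luminescence). Conditions: 0.1 nM enzyme, 0.5 mM PEP, 0.1 mM ADP, 1 h, RT; normalized against uninhibited and no-enzyme wells.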
Pf growth 48h = P. falciparum growth inhibition at 48 hours (one generation) | Potency, µM (top dose mostly 28.7 µM), for inactives: top-dose activity change, negative = inhibition, hits mostly inhibitors | AID 504832 | 5.9% of 310,000 active | P. falciparum luciferase growth in erythrocytes, 48 h; further: potency means the concentration at half of the fitted maximal effect; on the % scale 0 is the no-effect control and ±100 the full control effect
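Compounds are pin-transferred into medium, infected erythrocytes (2% hematocrit, 0.1% parasitemia final) are added, and plates sit one parasite generation at 37 C in 5% CO2. Detection reagent is then added and luminescence measured.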
* = called active by the depositor; ? = inconclusive; . = not tested or not shown; & = joins results of further samples; [ ] = dose if it differs, or a comment. Unless noted, the call rests on the fitted dose curve; in most records, active means well fitted curve in the direction sought with a large enough effect; inconclusive means small, poorly fitted or top-dose-only effect, or another doubt; inactive means no such curve, though single readings can be large; an effect the other way counts as inactive or inconclusive.

SMILES	AMA1 RON2 block	Pf growth 96h	TbPYK inhibitor	Shiga toxin inh	Cycloheximide cs	LmPK inh	Pf growth 48h
C[C@H](NC(=O)c1nc[nH]c1C(=O)N1CCNCC1)C(=O)OC(C)(C)C	60%[activator]	19%	0%	.	.	.	8%
CCOc1ccc(CCN2C(=O)c3cccnc3C2=O)cc1OCC	-16%	3%	?	15	12	0%	14%
Cc1cc(C(=O)Nc2ccc(S(=O)(=O)Nc3onc(C)c3C)cc2)c(C)o1	20%	0%	-27%	-12	-4	-9%	-1%
CC(OC(=O)c1cc(=O)[nH]c2ccccc12)C(=O)Nc1ccc(Cl)cn1 (centres undefined)	2%	-7%	13%	.	.	.	14%
CCN(CC(=O)Nc1ccc(NC(C)=O)cc1)C(=O)C1CCCC1	3%[11.6 µM]	-1%	4%	.	.	.	?
CC1=NN(C(=O)c2ccccc2Cl)C(O)(c2ccccc2)C1 (centres undefined)	23%	?	-3%	-4	2	1%	5%
FC(F)(F)c1cccc(NC(=S)N2CCN(c3ccccc3)CC2)c1	3%	-103%	-5%	9	-2	-1%	-6%
CCNc1nc2ccccc2[nH]1	10%	.	7%	-10	5	2%	18%
CCC(C(=O)n1cccc1C#N)c1ccccc1C (centres undefined)	8%	19%	4%	.	.	.	24%
COc1cc(C(=O)Oc2ccc3c(c2)OCC3=O)cc(OC)c1OC	7%	?	-4%	-12	-2	-5%	34%[activator]
CN(C)C(=S)SCC(=O)NCc1ccc(F)cc1	-2%	?	1%	51*	29*	-3%	161%[activator]
CCCCc1cc(=O)oc2cc(C)cc(OCC(=O)N3CCC(C(=O)O)CC3)c12	3%	?	4%	-5	0	-2%	15%
O=Cc1ccc(-c2ccc(Cl)cc2Cl)[nH]1	-2%	0%	-3%	-4	-2	12%	?
O=CNC(=O)c1ccccc1C(=O)O	-4%	.	6%	-9	-2	-1%	-16%
O=S(=O)(CC(CN1CCOCC1)N1CCOCC1)c1ccccc1 (centres undefined)	2%	-14%	1%	-14	4	-1%	-8%
Cc1ccc(S(=O)(=O)N2CCC(C(=O)Nc3ccccc3N3CCCCC3)CC2)cc1C	9%	?	-6%	.	.	.	?
O=C(C1CCCN(S(=O)(=O)c2ccc(F)cc2)C1)N1CCCCCC1 (centres undefined)	15%	53%[activator]	8%	-7	-4	-2%	-2%
O=C(Nc1cccc(F)c1)Nc1ccnn1C1CCN(C(=O)c2ccccn2)CC1	51%[activator]	-10%	-8%	42*	23*	-4%	-3%
CCOc1ccccc1Nc1nnc(SCC(=O)Nc2nc(-c3ccc(OC)cc3)cs2)s1	27%	?	?	19	10	-1%	?
CCC(=O)Nc1ccc(C(=O)N2CCN(C(=O)c3ccco3)CC2)cc1	7%	?	2%	-2	-2	1%	8%
CC(C)CCNC(=O)CCS(=O)(=O)c1cccc2nonc12	42%[activator]	12µM*	-7%	-14	5	-2%	4%
O=S(=O)(NCCSc1ccccc1)c1ccc(F)cc1	-13%	9%	-26%	-10	5	3%	44%[activator]
Cc1cccc(C2NC(c3cccc(C)c3)C([N+](=O)[O-])C(C)(C)C2[N+](=O)[O-])c1 (centres undefined)	-15%	?	-2%	-3	-3	2%	?
CN(C)CCn1c(=S)[nH]c2ccccc2c1=O	16%	.	-8%	-25	9	-5%	22%
O=C1NC[C@H](CC2CCCCC2)N(CCc2cccc(F)c2)C1=O	39%[activator]	?	-7%	.	.	.	?
(continued)
SMILES	AMA1 RON2 block	Pf growth 96h	TbPYK inhibitor	Shiga toxin inh	Cycloheximide cs	LmPK inh	Pf growth 48h
COc1cccc(CN(C)CC(=O)Nc2ccccc2C(=O)NC2CC2)c1	23%	-26%	-4%	.	.	.	-24%
COc1ccc(Cl)cc1NC(=O)c1nnn(CC(=O)Nc2ccc(C)c(C)c2)c1N	-10%	?	-1%	11	-2	6%	17%
O=C(CCc1ccccc1)N1N=C(c2ccncc2)CC1(O)C(F)(F)F (centres undefined)	-2%	?	-4%	20	-3	2%	6%
O=C(COc1ccc(Cl)cc1)NCc1nnc(SCC(=O)NC2CCCC2)o1	18%	4.1µM*	-3%	8	-2	2%	?
C#CCOCCOCCOCCNc1nc(N2CCN(C(=O)[C@H](CCC(=O)O)n3cc(C(N)CC(C)C)nn3)CC2)nc(N2CCN(C(=O)[C@H](Cc3cc4ccccc4[nH]3)n3cc(C(N)CC(C)C)nn3)CC2)n1 (some centres undefined)	24%	44%[activator]	-9%	-13	-3	3%	27%
CC(C)(C)N1C(=O)[C@H]2[C@@H](c3ccc(Br)cc3)N3C(=O)N(c4ccccc4)C(=O)[C@@]3(C)[C@H]2C1=O	-2%	13µM*	-2%	-2	-4	0%	?
COc1ccc(S(=O)(=O)N2CCOCC2)cc1NC(=O)c1cc(=O)[nH]c2ccccc12	20%	?	-12%	.	.	.	-29%
Cc1nn(CC(=O)NCCCN2CCN(C)CC2)c(=O)c2cc(-c3ccccc3)nn12	6%	?	-4%	1	12	0%	-4%
COc1ccc(CNC(=O)Cc2csc(Nc3nc(=S)[nH]c4ccccc34)n2)cc1	53%[activator]	?	1%	-9	13	5%	-11%
O=C1CC(N2CC=C(c3ccc(F)cc3)CC2)C(=O)N1c1ccc(F)cc1 (centres undefined)	21%	1%	0%	6	-2	5%	6%
Cc1ccc(C)c(NC(=S)NCc2cccn2C)c1	.	.	.	-10	-3	8%	-8%
C/C(=N\N1CCN(C2c3ccccc3-c3ccccc32)CC1)c1cccnc1	?	-24%	0%	-14	-2	-1%	?
COc1ccc(OCC(=O)NCc2cccnc2)cc1	8%	?	2%	44	-2	3%	-10%
CC(C)c1nnc(NC(=O)C2CC(=O)N(CCc3ccc(F)cc3)C2)s1 (centres undefined)	0%	19%	-8%	-7	-6	1%	-7%
Cc1nn(C)c(C)c1NS(=O)(=O)c1ccc(OC(F)(F)F)cc1	3%	3%	0%	.	.	.	9%
C#CCSc1nnc(-c2ccccc2)c(=O)[nH]1	3%	?	-1%	32	2	0%	7%
COc1ccc(C2=NOC(COC(=O)c3ccc4ccccc4n3)C2)cc1 (centres undefined)	9%[2.32 µM]	19%	-3%	23	13	3%	-3%
COc1ccc(C(N)=O)cc1NC(=O)CC(O)(C(F)(F)F)C(F)(F)F	1%	.	-5%	-3	-4	1%	4%
CN(C)c1oc(-c2ccco2)nc1C#N	-18%	48%[activator]	0%	-10	-4	3%	37%[activator]
Cc1ccc(S(=O)(=O)N2N=C3CCCCC3C2(O)C(F)(F)F)cc1 (centres undefined)	-15%	25%	-1%	53	4	-1%	?
O=C(NC1CCCc2ccccc21)c1cccc(Br)c1 (centres undefined)	55%[activator]	?	1%	7	-2	3%	-29%
COc1ccc(CCn2c(N3CCN(C)CC3)nc3c2c(=O)[nH]c(=O)n3C)cc1	7%	-24%	5%	-6	-1	1%	.
COC(=O)C1=C(C)N(c2ccc(F)cc2)C(=O)C1	28%	-10%	-16%	7	-2	2%	-2%
COc1ccc(N2CCN(Cc3csc(C)c3-c3ccc(C)cc3)CC2)cc1	10µM*	0%	0%	40*	-3	12%	10µM*
CCN(CC)C(=O)COc1coc(CN2CCN(c3cccc(Cl)c3)CC2)cc1=O	-6%	8.3µM*	-2%	-3	-1	-9%	-12%

An excerpt from above in order of molecular weight, falling:
SMILES	AMA1 RON2 block	Pf growth 96h	TbPYK inhibitor	Shiga toxin inh	Cycloheximide cs	LmPK inh	Pf growth 48h
CC(C)(C)N1C(=O)[C@H]2[C@@H](c3ccc(Br)cc3)N3C(=O)N(c4ccccc4)C(=O)[C@@]3(C)[C@H]2C1=O	-2%	13µM*	-2%	-2	-4	0%	?
Cc1nn(CC(=O)NCCCN2CCN(C)CC2)c(=O)c2cc(-c3ccccc3)nn12	6%	?	-4%	1	12	0%	-4%
COc1ccc(CCn2c(N3CCN(C)CC3)nc3c2c(=O)[nH]c(=O)n3C)cc1	7%	-24%	5%	-6	-1	1%	.
COc1ccc(N2CCN(Cc3csc(C)c3-c3ccc(C)cc3)CC2)cc1	10µM*	0%	0%	40*	-3	12%	10µM*
CC(C)c1nnc(NC(=O)C2CC(=O)N(CCc3ccc(F)cc3)C2)s1 (centres undefined)	0%	19%	-8%	-7	-6	1%	-7%
O=C1CC(N2CC=C(c3ccc(F)cc3)CC2)C(=O)N1c1ccc(F)cc1 (centres undefined)	21%	1%	0%	6	-2	5%	6%
COc1cccc(CN(C)CC(=O)Nc2ccccc2C(=O)NC2CC2)c1	23%	-26%	-4%	.	.	.	-24%
O=C(CCc1ccccc1)N1N=C(c2ccncc2)CC1(O)C(F)(F)F (centres undefined)	-2%	?	-4%	20	-3	2%	6%
Cc1nn(C)c(C)c1NS(=O)(=O)c1ccc(OC(F)(F)F)cc1	3%	3%	0%	.	.	.	9%
O=C(NC1CCCc2ccccc21)c1cccc(Br)c1 (centres undefined)	55%[activator]	?	1%	7	-2	3%	-29%
Cc1ccc(C)c(NC(=S)NCc2cccn2C)c1	.	.	.	-10	-3	8%	-8%
COc1ccc(OCC(=O)NCc2cccnc2)cc1	8%	?	2%	44	-2	3%	-10%
COC(=O)C1=C(C)N(c2ccc(F)cc2)C(=O)C1	28%	-10%	-16%	7	-2	2%	-2%
C#CCSc1nnc(-c2ccccc2)c(=O)[nH]1	3%	?	-1%	32	2	0%	7%
CN(C)c1oc(-c2ccco2)nc1C#N	-18%	48%[activator]	0%	-10	-4	3%	37%[activator]

(more compounds)
SMILES	AMA1 RON2 block	Pf growth 96h	TbPYK inhibitor	Shiga toxin inh	Cycloheximide cs	LmPK inh	Pf growth 48h
Cc1ccc(NC(=O)CNCc2ccccc2)c(Br)c1	-1%	?	-24%	157*	16*	8%	122%[activator]
O=S(=O)(Nc1cccc2ccccc12)N1CCCC1	-5%	-11%	0%	-6	20	-1%	-12%
Cc1cc(C(=O)NCc2cc(C(=O)O)oc2C)c(C)o1	-1%	.	-10%	12	1	4%	0%
CC[C@@H](C)[C@H](NC(=O)Cc1c(C)c2c(cc(C)c3c(C)c(C)oc32)oc1=O)C(=O)O	-9%	-6%	-15%	-1	-5	1%	-13%
CSc1cccc(NC(=S)NN(C)C)c1	68%[activator]	36%[activator]	-1%	17	12	-2%	39%[activator]
COc1ccc(CCNC(=O)CN2c3cccc4cccc(c34)S2(=O)=O)cc1OC	-9%	26%	1%	-2	3	1%	-14%
CCOc1ccccc1CNC(=O)Cn1ccc2cc(S(=O)(=O)N3CCCC3)ccc21	4%	13µM*	-2%	-7	0	-6%	?
CSc1ccc(C(c2c(O)c3ccccc3oc2=O)c2c(C)n(C)n(-c3ccccc3)c2=O)cc1 (centres undefined)	0%	-12%	-5%&2%	-13	-5	11%	16%
Cc1noc(N)c1C(=O)Nc1ccc(F)c(Cl)c1	-4%	81%[activator]	6%	2	-1	-1%	2.3µM*
Cc1cc(C(=O)NNC(=O)Cc2ccc(Cl)c(Cl)c2)c(C)o1	70%[activator]	?	-9%	.	.	.	?
O=S(=O)(Nc1ccc(Br)cn1)c1ccc2ccccc2c1	1%	20%	0%	-8	-2	0%	20%

From PubChem BioAssay
